Source: PubChem
sdo1 growth: growth rescue of sdo1-depleted yeast, primary screen, S. cerevisiae, bone marrow failure model. S. cerevisiae sdo1-depleted JHY4D growth rescue, OD600 30 h; hits give high values; pdr5 snq2 efflux-pump mutant strain. z-score at 10 µM. 140,000 compounds, 0.21% hits;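 active = z-score above 3 at both the 24 hr and the 30 hr optical density reads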;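 also: z-score against mean and SD of all compound wells on the same plate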
INS promoter inh: inhibitors of insulin promoter-driven GFP, primary screen, imaging, TRM-6 cells (human fetal islet line), eGFP reporter, cell count | reporter expression induced with tamoxifen | inhibition, % at 2 µM | 130,000 compounds, 0.9% hits;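 active = inhibition above the mean plus 3 SD, with well images judged a real hit on visual review, cut at about 60% in these data, passing the limit was not always enough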
sdo1 growth Rescue 24 h: further read-out of sdo1 growth, marked with its call; z-score; S. cerevisiae sdo1-depleted JHY4D growth rescue, OD600; measured here: growth rescue at 24 h;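 0 is the plate mean of compound wells and units are plate SD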
Active calls of the source: *; x = no result given.

sdo1 growth,sdo1 growth Rescue 24 h,INS promoter inh,mol
0.45,0.5,0,COc1ccc(-c2noc(CCC(=O)NCc3cccnc3)n2)cc1OC
-1.4,-0.68,7,CCCOc1cccc(-c2cc(-c3n[nH]c(=S)n3CC)c3ccccc3n2)c1
0.79,0.5,0,CCCn1c(CN(C)Cc2ccccc2)nc2c1c(=O)n(C)c(=O)n2C
-0.25,0.55,x,O=C1C2CCCN2C(c2cccs2)N1c1ccc(Cl)cc1 (stereo not given)
-0.58,-0.67,x,O=[N+]([O-])c1cccc2ccc(/C=C/c3ccc(C(F)(F)F)cc3)nc12
x,x,40,CCCOc1ccccc1N/C(=N\S(=O)(=O)c1ccc(C)cc1)Nc1nc(C)cc(C)n1
-0.81,0.26,x,CCC1CCCCN1S(=O)(=O)c1ccc(S(=O)(=O)N2CCN(S(=O)(=O)CC)CC2)cc1 (stereo not given)
x,x,-39,O=C(O)C(c1ccccc1)N1CCCCC1 (stereo not given)
2.4,1,24,O=C(COC(=O)CCc1c[nH]c2ccccc12)NCc1ccccc1
x,x,13,Nc1nnc(SCc2ccc([N+](=O)[O-])cc2)s1
x,x,-6,COc1ccc(S(=O)(=O)N2CCCOC2CNC(=O)C(=O)NCc2ccco2)cc1C (stereo not given)
-0.36,-0.54,50,COc1c(Cl)cc(Cl)cc1/C=N/n1cnnc1
1.4,1.8,-29,COc1cc2c(cc1OC)C(Nc1ccc(S(N)(=O)=O)cc1)=NC(C)(C)C2
0.11,-0.13,x,O=C(NCCc1ccccn1)c1n[nH]c(=O)c2ccccc12
-0.02,-0.32,x,CCOC(=O)C(CCC#N)(CCC#N)C(=O)OCC
0.6,0.79,36,Cc1ccc(S(=O)(=O)NC(=O)N2CCC(C)CC2)cc1
-0.13,-0.24,25,COC(=O)c1c(NC(=O)CSc2nnc3ccccn23)sc2c1CCC2
0.38,-0.89,-44,CC(C)(C)OC(=O)N1CCOCCOCCNCCOCCOCC1
-0.58,-0.66,9,CCOc1ccc(C2=Nc3ccccc3C(c3ccc(N4CCOCC4)cc3)=NN2)cc1
-0.05,-0.76,x,CCn1c(C(Cc2ccccc2)NC(=O)COC)nc2ccccc21 (stereo not given)
0.78,1.2,x,O=[N+]([O-])c1cc(/C=N/Nc2nc3ccccc3[nH]2)c(O)cc1O
-0.13,0.58,-36,CC(=O)Cc1nsc(NC(=O)c2cn(-c3ccccc3)nc2-c2ccc(Br)cc2)n1
-0.24,-0.84,-20,Cn1c(CN2CCCCC2)nc2cc(NS(=O)(=O)c3ccc(Cl)cc3)ccc21
-0.21,-0.21,-14,O=C(CSc1ccc(Cl)cc1)Nn1cnnc1
x,x,8,COc1ccc(CNC(=O)c2ccc[nH]2)cc1
0.17,0.18,x,COc1cccc(CSc2nc3ccccc3[nH]2)c1
-0.12,-0.11,16,CCCCOC(=O)CCc1c(C)[nH]c(=S)[nH]c1=O
-0.72,-0.92,x,Cc1noc(C)c1S(=O)(=O)N1CCCC(C(=O)NCCc2ccccc2)C1 (stereo not given)
x,x,-33,Cc1ccc(N2N=C(c3ccc(F)cc3)CC2c2ccco2)cc1 (stereo not given)
1.1,0.78,6,Cn1c(SCC(=O)NC2CC2)nnc1-c1ccco1
0.83,0.61,44,Cc1cccc(NC(=O)c2ccc3ccccc3n2)n1
-1.4,-0.95,21,COc1ccc(Nc2nc(NCc3ccco3)nc(N/N=C/c3ccccc3Cl)n2)cc1
-1.7,-0.41,-71,CCOc1ccc(NS(=O)(=O)c2cnc(Cl)c(Cl)c2)cc1
0.95,1.4,x,Cn1c(C(=O)NC2CCCCC2)cc2sccc21
0.33,-0.02,x,O=C(N/N=C/c1cccc([N+](=O)[O-])c1O)c1cccs1
x,x,20,Oc1cccc2ccc(/C=C/c3ccc(Br)s3)nc12
0.34,0.66,x,Cc1ccccc1NC(=O)C1C2/C=C\CCCCC21 (stereo not given)
x,x,-25,Cc1ccc(CNC(=O)C2CCN(S(=O)(=O)N3CCCCC3)CC2)cc1
x,x,-12,CNC(=O)C(=O)NCCCN1CCOCC1
-0.99,-1,x,Cc1ccc2nc(SCc3nnc(-c4ccccc4[N+](=O)[O-])o3)c(C#N)cc2c1

Fetched one by one from above (six):
sdo1 growth,sdo1 growth Rescue 24 h,INS promoter inh,mol
-1.7,-0.41,-71,CCOc1ccc(NS(=O)(=O)c2cnc(Cl)c(Cl)c2)cc1
0.95,1.4,x,Cn1c(C(=O)NC2CCCCC2)cc2sccc21
x,x,20,Oc1cccc2ccc(/C=C/c3ccc(Br)s3)nc12
0.33,-0.02,x,O=C(N/N=C/c1cccc([N+](=O)[O-])c1O)c1cccs1
0.34,0.66,x,Cc1ccccc1NC(=O)C1C2/C=C\CCCCC21 (stereo not given)
x,x,-25,Cc1ccc(CNC(=O)C2CCN(S(=O)(=O)N3CCCCC3)CC2)cc1

(listing goes on)
sdo1 growth,sdo1 growth Rescue 24 h,INS promoter inh,mol
-0.48,-1.3,0,O=C(NCc1ccco1)c1ccc(OCC2CCCO2)cc1 (stereo not given)
-0.91,-0.11,50,N/C(=N\OC(=O)CCCc1ccccc1)c1ccccn1
x,x,7,O=C(O)Cn1nc(C(F)(F)F)c2c1CCCC2
-1,0.07,36,COC(=O)c1cn(-c2ccc(Cl)cc2)c(=O)c2ccccc12
-1.6,-1.2,x,CCc1cc2c(=O)c(-c3nc4ccccc4[nH]3)coc2cc1OC(=O)N1CCOCC1
-0.45,-0.28,x,COc1ccc(OC)c(NC(=O)CSC2=C(C#N)C(c3ccco3)C3=C(CCCC3=O)N2)c1 (stereo not given)
-0.21,-1.2,x,CCNc1nc(NCC)nc(OCCOC(=O)c2ccccc2)n1
-0.53,-0.94,15,CCOC(=O)CSc1nc2c(c(=O)[nH]c(=O)n2C)n1C/C=C(/C)Cl
0.52,0.05,x,COCCCNC(=O)CC(NS(=O)(=O)c1ccc(OC)cc1)c1ccc(OC)cc1 (stereo not given)
0.08,0.33,x,COCC(C)n1c(SCc2ccc(C(=O)OC)o2)nc2ccccc2c1=O (stereo not given)
0.86,0.2,21,Nc1nc(Cl)cc(N2CCOCC2)n1
0.68,0.47,x,CSCCC(NC(N)=O)C(=O)NCC1CCCCC1 (stereo not given)
-1.4,-0.8,-64,C#CC(CO)N(CCN(Cc1ccccc1)C(C#C)CO)Cc1ccccc1 (stereo not given)
0.88,0.33,-220,CCOC(=O)c1ccccc1NC(=O)COC
-0.16,0.07,14,O=C(NNC1CC(=O)N(c2cccc(Cl)c2)C1=O)c1cccs1 (stereo not given)
x,x,-75,COc1ccc(N2CCN(C(=O)C3CCN(S(=O)(=O)c4cccs4)CC3)CC2)cc1
-0.1,-0.1,20,Cc1ccc(N2CCN(C(=O)CN3C(=O)c4ccccc4C3=O)CC2)cc1
-0.66,-0.52,-41,COc1cc2c(cc1OC)CN(C(=O)CC1CC3CCC1C3)CC2 (stereo not given)
-0.17,-1.3,35,O=C1Nc2c(c(=O)[nH]c(=O)n2-c2ccccc2F)C(C(F)(F)F)(C(F)(F)F)N1
x,x,-10,CC[n+]1c(C)sc2cc(C)ccc21
-1.1,-0.51,19,CC(=O)c1cccc(NS(=O)(=O)c2ccc(N/C=C\C(=O)c3ccc(F)cc3)cc2)c1
-0.16,-0.1,-188,CCn1c(Cc2ccccc2)nnc1SCC(=O)Nc1ccccc1N1CCOCC1
-0.87,-1.2,23,Nc1c(Cl)ncnc1N/N=C/c1ccnc2ccccc12
0.04,0.02,-25,CCOC(=O)c1cnc2ccc(C)cc2c1Sc1ccccc1
x,x,50,O=C(Nc1cccc(Cl)c1N1CCOCC1)c1ccc2c(c1)OCCO2
x,x,-33,O=C(CNC(=S)N(Cc1ccccc1Cl)C1CCCC1)NCCCN1CCOCC1
-0.18,-0.46,-14,O=C(c1ccc(Cl)c([N+](=O)[O-])c1)N(Cc1ccc(Cl)cc1)C1CCS(=O)(=O)C1 (stereo not given)
0.8,-0.53,3,O=C1C2C3C=CC(C2C(=O)N1CCCO)C1C2C(=O)N(CCCO)C(=O)C2C31 (stereo not given)
-0.38,-1.7,x,Cc1nnc(NC(=O)CCC(=O)NCc2ccco2)s1
-1.7,-1.7,29,Cc1nc(SCC(=O)N2CCc3ccccc3C2)c2c(C)c(C)sc2n1
0.81,1.1,x,Cc1cc2c(c(=O)o1)C(C(C)C)C(C#N)=C(N)O2 (stereo not given)
0.23,2.3,x,O=S(=O)(c1ccc(Oc2ccc3oc4ccccc4c3c2)nc1)N1CCCC1
-0.7,-0.31,-32,Cc1ccc(NC(=O)C(C)c2ccc(-c3ccccc3)c(F)c2)cc1 (stereo not given)
0.26,0.75,6,Cc1cc(C(=O)COC(=O)Cc2n[nH]c(=O)c3ccccc23)c(C)n1-c1ccc2c(c1)OCCO2
0.84,0.95,38,Cc1cc2nc(N)sc2cc1C
0.5,-0.2,x,COc1ccc(CN(C(=O)CN2C(=O)c3ccccc3S2(=O)=O)C(C(=O)NCC2CCCO2)c2ccncc2)cc1 (stereo not given)
0.08,0.46,x,Cc1ccc(S(=O)(=O)N2CCN(C)CC2)c(C)c1
-0.62,-0.24,x,COc1ccc(Oc2nc(C)cc(C)c2S(=O)(=O)c2ccc(C)cc2)cc1
0.67,-1,0,CCN1CCCC1CN(Cc1cc2ccc(C)cc2[nH]c1=O)C(=S)Nc1ccccc1OC (stereo not given)
0.83,0.84,x,COCCCN1C(=O)C(=O)/C(=C(/O)c2ccc(OC(C)C)cc2)C1c1ccncc1 (stereo not given)

Continued (7 carried over from the part before).
sdo1 growth,sdo1 growth Rescue 24 h,INS promoter inh,mol
0.26,0.75,6,Cc1cc(C(=O)COC(=O)Cc2n[nH]c(=O)c3ccccc23)c(C)n1-c1ccc2c(c1)OCCO2
0.84,0.95,38,Cc1cc2nc(N)sc2cc1C
0.5,-0.2,x,COc1ccc(CN(C(=O)CN2C(=O)c3ccccc3S2(=O)=O)C(C(=O)NCC2CCCO2)c2ccncc2)cc1 (stereo not given)
0.08,0.46,x,Cc1ccc(S(=O)(=O)N2CCN(C)CC2)c(C)c1
-0.62,-0.24,x,COc1ccc(Oc2nc(C)cc(C)c2S(=O)(=O)c2ccc(C)cc2)cc1
0.67,-1,0,CCN1CCCC1CN(Cc1cc2ccc(C)cc2[nH]c1=O)C(=S)Nc1ccccc1OC (stereo not given)
0.83,0.84,x,COCCCN1C(=O)C(=O)/C(=C(/O)c2ccc(OC(C)C)cc2)C1c1ccncc1 (stereo not given)
1.2,1.4,x,NC(=O)CSc1oc(-c2ccc(F)cc2)nc1S(=O)(=O)c1ccccc1
0.95,0.56,7,O=C1OCc2cccc([N+](=O)[O-])c21
0.23,0.18,-48,CC(=O)c1cccc(NC(=S)NC(=O)c2ccccc2)c1
-0.28,-0.06,28,Cc1ccc(C)c(OCC(=O)NCCNC(=O)COc2cc(C)ccc2C)c1
-1.4,-2,x,OCCOCCNc1ncnc2sc(-c3ccccc3)cc12
1.7,2,x,O=C(CS(=O)(=O)c1cn(Cc2ccc(Cl)cc2)c2ccccc12)N1CCOCC1
0.52,0.49,-30,C=CCSc1nnc(-c2cc3c(C(F)(F)F)nn(C)c3s2)n1C
-0.46,-0.29,-30,CC(=O)Nc1cc(C(=O)N(C)Cc2ccco2)ccc1Sc1ccc(C)cc1
-0.19,-0.32,17,O=C(c1cccs1)N1CCCC(c2ccccc2)C1 (stereo not given)
-0.31,0.88,x,CCC(C(=O)Nc1nccs1)(C(F)(F)F)C(F)(F)F
0.16,-0.21,-32,COc1ccc(C(=O)OCC(=O)Nc2cc(C)on2)cc1S(=O)(=O)N1CCOCC1
0.84,0.99,-42,Cc1nc(C)n(CC(O)COc2ccc3cc(Br)ccc3c2)n1 (stereo not given)
x,x,9,Cc1[nH]c2ccccc2c1C(C[N+](=O)[O-])c1cccs1 (stereo not given)
-2.2,-1.5,x,O=c1cc(CSc2nnc(-c3ccccc3)o2)c2ccccc2[nH]1
0.38,-0.06,x,CCOC(=O)C1CCN(C(=O)COC(=O)COc2ccccc2OC)CC1
x,x,-27,C/C(Cl)=C\Cn1c(O)c(N=NC(N)=S)c2ccccc21
0.93,0.99,x,N#Cc1cccc(CSc2nnc(CCCO)n2-c2ccccc2)c1
-0.29,-0.14,x,CCOc1cc(N2CCOCC2)c(OCC)cc1NC(=O)COC(=O)c1cc(C)cc(C)c1
-1.9,-1.2,66,Cc1ccc2cc(CN(Cc3ccco3)C(=O)NC3CCCCC3)c(=O)[nH]c2c1C
-2.1,-1.4,46,Oc1ccc(/C=N/Nc2cccc3cccnc23)c(O)c1
-0.91,-0.98,-100,O=C(Nc1ccc2c(c1)nc1n2CCSC1)c1ccccc1
0.07,0.7,52,c1ccc2c(c1)nc1sccn12
0.57,-0.54,32,COc1ccc(S(=O)(=O)N2CCOCC2)cc1NC(=O)CSc1n[nH]c(=O)n1C1CC1
0.88,0.96,x,CNC(=S)SCCOc1ccccc1C

Full records as entered above.
`CNC(=S)SCCOc1ccccc1C` reads sdo1 growth: 0.88; sdo1 growth Rescue 24 h: 0.96; INS promoter inh: x
`CCOc1cc(N2CCOCC2)c(OCC)cc1NC(=O)COC(=O)c1cc(C)cc(C)c1` reads sdo1 growth: -0.29; sdo1 growth Rescue 24 h: -0.14; INS promoter inh: x

(cont.)
sdo1 growth,sdo1 growth Rescue 24 h,INS promoter inh,mol
-0.11,-0.88,-117,CC(C)(C)NC(=O)CN(Cc1cccs1)C(=O)CCC(=O)Nc1nccs1
-0.99,-0.19,-24,O=C(CCSc1nc(-c2ccco2)cc(C(F)(F)F)n1)N1CCN(c2ccccn2)CC1
x,x,-73,CNC(=O)COC(=O)/C=C/c1nc2ccccc2s1
0.94,-0.56,25,Cc1scc(C(=O)NNC(=S)NCC2CCCO2)c1-c1ccccc1 (stereo not given)
